Screening data as filed in PubChem.
CSN deneddyl inh: blocks human CSN-mediated cullin deneddylation. Purified CSN, SCF-Nedd8-OG deneddylation, fluorescence polarization. inhibition, % at 12.5 µM. 360,000 compounds, 0.38% hits. AID 651999;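 active means pattern-corrected inhibition above about 35%, with an unprinted fluorescence ratio check between 0.5 and 1.5, limit read from the data, passing the limit was not always enough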;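 further: 0% = enzyme with substrate and 100% = substrate without enzyme; some results filed as inactive read as strong as hits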
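Detection – fluorescence polarization · System – HEK293T-derived human Csn5 enzyme · Controls – substrate-only high control, full reaction low control · Timing – 90 min, room temperature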
Rin1 Abl inh: inhibitors of human Rin1-Abl protein interaction; P00519+Q13671; TR-FRET Rin1/Abl binding, biochemical; inhibition, % at 7.35 µM; 360,000 compounds, 0.4% hits; AID 588664; in the data active means inhibition above about 5%, passing the limit was not always enough
SKN-1 block: inhibitors of C. elegans SKN-1; C. elegans VP596 Pgst-4::GFP/RFP ratio, acrylamide-induced, 24 h; inhibition, % at 21.8 µM; 360,000 compounds, 0.49% hits; AID 624304;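 active means interference check ratio from 0.5 to 1.5 plus GFP to RFP signal ratio inhibition reaching or exceeding a fixed threshold, cut at about 30% in these data, passing the limit was not always enough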; further: some compounds called inactive have numbers as strong as hits
Rpn11 inh: Rpn11 (human) deubiquitinase inhibition | calls only at 20 µM | human 26S proteasome, Ub4-pepOG fluorescence polarization; 20S core pre-blocked with epoxomicin | 360,000 compounds, 0.59% hits | AID 588493 | O00487;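 active means inhibition at 20 µM, scaled to each plate's controls, above about 33%, limit read from the data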
FAS-TE inh: blocks the thioesterase domain of human fatty acid synthase | P49327 | recombinant FAS-TE, OMFH fluorogenic substrate, fluorescence endpoint | inhibition, % at 15 µM | 360,000 compounds, 0.67% hits | AID 602261;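 active means compounds whose normalised, plate-corrected inhibition of enzyme fluorescence in the single-dose primary screen is 50% or more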;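 further: 0% = DMSO with enzyme and 100% = substrate without enzyme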
Target sequence (P49327 whole entry, looked up, the tested form may be a part): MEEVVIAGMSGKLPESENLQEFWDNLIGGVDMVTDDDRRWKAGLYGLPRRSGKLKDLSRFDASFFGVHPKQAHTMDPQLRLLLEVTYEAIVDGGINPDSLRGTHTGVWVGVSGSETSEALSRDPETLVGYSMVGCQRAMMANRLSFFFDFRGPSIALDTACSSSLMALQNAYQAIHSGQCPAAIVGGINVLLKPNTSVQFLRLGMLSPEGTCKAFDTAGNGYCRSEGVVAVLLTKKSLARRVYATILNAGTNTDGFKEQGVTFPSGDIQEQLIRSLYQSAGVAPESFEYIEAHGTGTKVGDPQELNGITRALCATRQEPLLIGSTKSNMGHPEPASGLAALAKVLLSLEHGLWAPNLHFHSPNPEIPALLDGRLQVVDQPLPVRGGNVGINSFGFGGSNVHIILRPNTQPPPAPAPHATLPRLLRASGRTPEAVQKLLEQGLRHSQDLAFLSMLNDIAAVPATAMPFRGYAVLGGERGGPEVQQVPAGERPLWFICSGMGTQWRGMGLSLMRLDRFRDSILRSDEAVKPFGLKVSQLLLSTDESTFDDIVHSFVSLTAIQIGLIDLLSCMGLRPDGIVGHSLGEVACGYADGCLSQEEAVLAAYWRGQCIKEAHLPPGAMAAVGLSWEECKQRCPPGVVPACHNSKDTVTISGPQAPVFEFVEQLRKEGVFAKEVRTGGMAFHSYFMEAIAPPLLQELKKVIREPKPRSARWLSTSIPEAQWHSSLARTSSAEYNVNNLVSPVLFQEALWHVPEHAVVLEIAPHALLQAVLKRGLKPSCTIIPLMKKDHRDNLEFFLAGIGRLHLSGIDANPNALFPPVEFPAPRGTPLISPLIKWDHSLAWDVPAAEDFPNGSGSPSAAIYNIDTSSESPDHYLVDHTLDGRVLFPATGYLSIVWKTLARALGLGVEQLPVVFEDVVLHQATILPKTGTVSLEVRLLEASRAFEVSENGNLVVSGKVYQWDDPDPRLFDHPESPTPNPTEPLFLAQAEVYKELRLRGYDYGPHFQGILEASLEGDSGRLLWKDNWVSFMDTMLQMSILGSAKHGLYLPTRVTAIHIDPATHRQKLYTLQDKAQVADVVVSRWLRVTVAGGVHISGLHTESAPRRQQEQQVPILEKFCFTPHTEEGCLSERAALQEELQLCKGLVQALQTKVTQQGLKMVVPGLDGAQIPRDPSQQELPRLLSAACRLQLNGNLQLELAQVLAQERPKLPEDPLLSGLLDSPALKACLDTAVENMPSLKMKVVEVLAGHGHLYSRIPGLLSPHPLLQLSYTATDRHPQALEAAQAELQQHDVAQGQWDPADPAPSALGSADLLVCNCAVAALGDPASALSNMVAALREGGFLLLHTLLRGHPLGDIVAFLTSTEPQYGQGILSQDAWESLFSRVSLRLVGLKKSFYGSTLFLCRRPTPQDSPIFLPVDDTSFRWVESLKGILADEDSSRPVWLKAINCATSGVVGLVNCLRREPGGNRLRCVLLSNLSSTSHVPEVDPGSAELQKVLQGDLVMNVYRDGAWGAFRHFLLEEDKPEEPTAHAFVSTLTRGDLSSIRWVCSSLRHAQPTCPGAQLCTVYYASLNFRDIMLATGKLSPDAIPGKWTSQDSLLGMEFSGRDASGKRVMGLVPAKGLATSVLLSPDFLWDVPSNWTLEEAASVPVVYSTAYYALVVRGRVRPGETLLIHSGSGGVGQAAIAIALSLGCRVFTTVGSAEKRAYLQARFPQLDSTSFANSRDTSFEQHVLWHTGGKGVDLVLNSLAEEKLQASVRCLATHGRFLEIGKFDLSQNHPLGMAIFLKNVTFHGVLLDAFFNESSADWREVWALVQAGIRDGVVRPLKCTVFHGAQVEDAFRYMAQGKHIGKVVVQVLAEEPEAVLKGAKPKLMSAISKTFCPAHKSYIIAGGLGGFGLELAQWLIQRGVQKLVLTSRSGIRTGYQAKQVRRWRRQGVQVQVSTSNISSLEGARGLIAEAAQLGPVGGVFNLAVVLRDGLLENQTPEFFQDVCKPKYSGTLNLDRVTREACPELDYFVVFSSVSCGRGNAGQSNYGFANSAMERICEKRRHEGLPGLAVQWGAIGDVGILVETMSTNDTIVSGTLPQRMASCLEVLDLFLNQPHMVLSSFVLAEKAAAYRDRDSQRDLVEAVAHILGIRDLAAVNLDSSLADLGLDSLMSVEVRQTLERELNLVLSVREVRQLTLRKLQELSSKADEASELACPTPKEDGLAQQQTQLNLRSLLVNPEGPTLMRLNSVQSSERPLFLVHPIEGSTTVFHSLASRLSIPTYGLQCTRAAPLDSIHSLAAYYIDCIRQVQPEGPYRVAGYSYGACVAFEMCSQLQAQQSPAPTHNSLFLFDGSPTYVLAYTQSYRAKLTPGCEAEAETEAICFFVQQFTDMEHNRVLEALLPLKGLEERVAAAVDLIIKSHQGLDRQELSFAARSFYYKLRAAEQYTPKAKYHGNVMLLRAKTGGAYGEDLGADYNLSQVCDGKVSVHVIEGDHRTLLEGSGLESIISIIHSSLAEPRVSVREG
NadD inh: inhibitors of Staphylococcus aureus NadD. purified NadD enzyme, colorimetric absorbance read-out. inhibition, % at 20 µM. 360,000 compounds, 0.78% hits. AID 602399; in the data active means inhibition above about 26%; further: some compounds past the cut are filed as inactive
MT1-MMP act inh: inhibitors of human MT1-MMP activation; GFP/RFP ratio change, % at 20 µM; HT1080 RFP-PRO-GFP cells, GFP/RFP ratio fluorescence, overnight; percent of plate control window, DMSO zero; P50281; 360,000 compounds, 0.061% hits;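 active means GFP/RFP ratio change of at least 30% with cell ATP level not reduced by more than half and red fluorescence within 50% of control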; further: strong numbers were not always called active
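system = RFP-PRO-GFP reporter HT1080 cells | dosing = 20 µM single dose, 1% DMSO | timing = overnight cell settling, then overnight compound exposure, 37 °C, 5% CO2 | read-out basis = GFP/RFP fluorescence ratio | controls = DMSO and RFP-L50D-GFP cell wells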
PABP1 MLLE inh: blocks PAM2 peptide binding to the PABP1 MLLE domain | P11940 | GST-MLLE / FITC-PAM2 fluorescence polarization | inhibition, % at 20 µM | 360,000 compounds, 0.36% hits | AID 588489; in the data active means inhibition above about 35%, passing the limit was not always enough;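 further: plate controls were DMSO wells with GST-MLLE for no effect and wells lacking GST-MLLE protein for full effect; some results filed as inactive read as strong as hits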
Neddyl block: inhibitors of human cullin neddylation. calls only at 25 µM. P61081+Q13564. 360,000 compounds, 0.58% hits. TR-FRET cullin neddylation, biochemical; in the data active means inhibition above about 36%
The depositor's hits bear a star; i = inactive; · = no result given.

SMILES	CSN deneddyl inh	Rin1 Abl inh	SKN-1 block	Rpn11 inh	FAS-TE inh	NadD inh	MT1-MMP act inh	PABP1 MLLE inh	Neddyl block
CCCCn1nnc(NC(=O)c2ccc(-c3cccc(Cl)c3)o2)n1	-1.1	-1.1	0.5	i	19.4	0.3	0.6	-6.0	i
O=C(c1ccccc1)N1CCCC(C(=O)N2CCCCC2)C1 (centres undefined)	0.2	-0.4	5.0	i	-4.8	-0.3	1.4	-5.1	i
CCCCOc1ccc(-c2cc(C(=O)NNC(=S)NCC)c3ccccc3n2)cc1	0.9	0.6	8.5	i	30.0	19.6	-12.8	34.1	·
S=c1[nH]ncc2ccccc12	-0.6	-2.1	2.4	i	-8.3	0.9	2.3	4.8	i
O=C(COC(=O)/C=C/c1cccc(F)c1)Nc1ccc2[nH]c(=O)[nH]c2c1	-0.2	0.0	-2.0	i	-8.1	2.5	-0.8	-22.1	i
CCOC(=O)[C@]12CCC=C1N(Cc1cccc3ccccc13)C(=O)[C@H](CC(=O)N1CCN(C(=O)c3ccco3)CC1)C2	1.1	·	8.1	·	9.7	-2.3	-3.1	·	i
Cc1noc(C)c1CN1C(=O)c2ccc([N+](=O)[O-])cc2C1=O	0.5	-0.2	-9.3	i	11.0	-2.4	-0.4	7.7	i
Cc1cc2c(cc1C)-n1nnnc1C(N(C)CCc1ccccc1)C(=O)N2 (centres undefined)	1.4	·	5.5	·	·	·	-5.3	·	i
COc1ccc(C(=O)OCC(=O)NCCCc2ccccc2)c(OC)c1	-0.1	-0.1	-11.4	i	0.4	-3.8	0.2	11.9	i
CC(C)CC(N)c1csc(NC(=O)Nc2ccccc2Cc2ccccc2)n1 (centres undefined)	1.8	-1.5	4.1	i	-11.4	13.3	-5.7	3.1	i
CC(C)OCCCNC(=O)C1CCC(=O)N1C1CCCC1 (centres undefined)	1.6	0.4	6.0	i	-8.6	-1.9	5.7	5.3	i
CC(NC(=O)c1ccccc1N)c1ccccc1 (centres undefined)	0.4	0.7	-2.3	i	0.8	-3.5	1.6	10.7	·

Part of the list above in order of molar mass, low to high:
SMILES	CSN deneddyl inh	Rin1 Abl inh	SKN-1 block	Rpn11 inh	FAS-TE inh	NadD inh	MT1-MMP act inh	PABP1 MLLE inh	Neddyl block
O=C(c1ccccc1)N1CCCC(C(=O)N2CCCCC2)C1 (centres undefined)	0.2	-0.4	5.0	i	-4.8	-0.3	1.4	-5.1	i
COc1ccc(C(=O)OCC(=O)NCCCc2ccccc2)c(OC)c1	-0.1	-0.1	-11.4	i	0.4	-3.8	0.2	11.9	i
CCCCOc1ccc(-c2cc(C(=O)NNC(=S)NCC)c3ccccc3n2)cc1	0.9	0.6	8.5	i	30.0	19.6	-12.8	34.1	·

Next section.
SMILES	CSN deneddyl inh	Rin1 Abl inh	SKN-1 block	Rpn11 inh	FAS-TE inh	NadD inh	MT1-MMP act inh	PABP1 MLLE inh	Neddyl block
Cc1cc(N2CCN(c3ccccc3)CC2)n2nnnc2n1	-0.5	0.5	-12.8	i	-3.5	3.2	4.5	11.5	i
O=c1oc(-c2ccccc2Br)nc2ccccc12	-4.6	-0.5	1.4	i	60.6*	-2.5	2.5	-4.3	i
CCOCCn1[nH]c2ccccc2c1=O	-1.6	0.6	2.5	i	-13.7	-0.2	-2.4	9.1	i
CCCCC(=O)N=c1sc2c(OC)ccc(OC)c2n1C	-7.0	0.1	1.4	i	6.2	-7.7	0.1	-0.2	i
Cc1nc2ccn(Cc3ccccc3)c(=O)c2cc1C(=O)N1CCN(c2ccccc2)CC1	0.9	0.3	-6.7	i	-2.2	1.3	1.0	-9.7	i
CC(OC(=O)C1CCC1)C(=O)Nc1cc(Cl)cc(Cl)c1 (centres undefined)	2.1	-0.5	6.7	i	7.2	-4.3	4.7	-10.8	i
COC(=O)Cc1c(C)nc2nc(-c3ccccc3)[nH]n2c1=O	-5.7	-1.6	17.9	i	-5.3	8.1	2.9	-13.3	i
CC(=O)n1c(=O)c2ccccc2c(=O)n1-c1ccccc1	2.8	-2.2	16.0	i	-5.5	1.2	-1.4	-3.9	i
Cc1ccc(OCCN(C)C(=O)C2CCC(=O)N(CCCN3CCCC3=O)C2)cc1 (centres undefined)	-1.9	-0.3	15.0	i	-6.7	-1.2	3.0	-4.2	i
Cc1cc2ccccc2c(=O)n1CC(=O)NCC(=O)N1CCN(c2cccc(Cl)c2)CC1	3.1	-3.0	-11.6	i	-5.8	1.8	4.0	-4.5	i
CCOC(=O)Cc1csc(NC(=O)COc2ccc(C)c(C)c2)n1	7.3	-2.0	-3.0	i	0.0	-4.5	-0.9	3.3	i
COc1ccc([N+](=O)[O-])cc1NC(=O)C(C)Sc1nc(C)c(C)c(C)n1 (centres undefined)	-6.8	-1.0	-1.0	i	19.4	5.1	6.3	7.8	i
Cc1cc(OCC(=O)Nc2ccc(Br)cc2)cc2c1C(=O)CC(C)(C)O2	3.3	0.9	7.1	i	41.7	-9.0	6.0	11.3	i
Nc1ccn([C@@H]2O[C@H](CNCc3ccc(N4CCNCC4)cc3)[C@@H](O)[C@H]2O)c(=O)n1	-1.7	0.9	-0.5	i	-9.9	4.2	-0.7	0.7	i
c1ccc(-n2cccc2)c(N2CCCCC2)c1	2.1	3.5	-0.9	i	9.5	1.1	-1.7	-9.1	i
NC(=O)COC(=O)CC12CC3CC(CC(C3)C1)C2	11.8	0.9	-2.9	i	-4.5	-7.7	-0.5	-2.4	i
Cc1cccc(NC(=O)CCc2ccccc2)c1C	1.4	1.1	10.8	i	-0.8	-0.8	2.4	-4.5	i
N#CC1(C#N)CC(C=O)=C(N)C1(C#N)CC(=O)c1ccc(F)cc1 (centres undefined)	19.9	0.9	17.2	i	-23.5	6.1	-78.3	-28.2	i
O=C(NC1CCC(O)CC1)C1CCN(S(=O)(=O)c2c(Cl)cccc2Cl)CC1 (centres undefined)	0.0	1.0	-1.4	i	-1.7	-4.3	-3.1	3.0	i
Cc1cc(F)ccc1S(=O)(=O)Nc1ccc(C(=O)N2CCCCC2)cc1	-2.6	6.9	26.7	i	-6.8	-0.5	6.1	12.0	i
CC(C)(C)NC(=O)CN(C(=O)C1CSC(=O)C1)c1ccccc1F (centres undefined)	5.6	-0.3	2.3	i	-4.6	3.0	-3.5	0.4	i
N#Cc1cnc(SCC(=O)N2CCCC2)nc1N	2.0	0.7	2.8	i	-4.9	-4.5	-1.6	-3.8	i
COc1ccc(NC(=O)CCS(=O)(=O)c2cccc3nonc23)cc1Cl	-0.4	2.8	-6.3	i	0.4	-4.3	1.8	6.1	i
CC(=O)Nc1ccc(OC(F)(F)C(F)C(F)(F)F)c(NC(C)=O)c1 (centres undefined)	2.5	-1.0	-18.2	i	-10.0	-2.7	2.2	-1.6	i
Cc1ccc(C2(C)NC(=O)N(CC(=O)Nc3ccc(Cl)c(S(=O)(=O)N4CCCCC4)c3)C2=O)cc1 (centres undefined)	-2.5	-1.7	5.4	i	20.3	10.4	1.4	-33.7	i
CCS(=O)(=O)C1=NSC2=NC(=O)/C(=C\c3ccc(OS(=O)(=O)c4ccccc4)c(OC)c3)C(=N)N21	10.3	-4.4	11.5	i	3.1	19.9	-7.5	-35.9	i
O=C(CCCOc1ccc(Cl)cc1Cl)Nc1cccnc1	-0.1	2.2	-6.6	i	-1.5	-2.0	22.6	-6.5	i
COc1ccc(C(C(=O)NC2CCCCC2)N(C(=O)c2sc(C)nc2C)c2ccccc2C)cc1 (centres undefined)	-0.5	-2.0	7.5	i	40.4	2.0	-7.9	-11.4	i
C=CCn1c(=O)c2c(nc3n2CC(C)CN3Cc2ccccc2)n(C)c1=O (centres undefined)	1.2	2.8	5.9	i	-1.0	0.5	-4.6	-12.0	i
CCCCOC(=O)Cn1c2ccc(OC)cc2c2nc3ccccc3nc21	-13.2	-2.4	11.1	i	-9.7	-6.1	-70.1	42.4	i
COC(=O)N/N=C/c1cc(Cl)cc(Cl)c1OCc1ccccc1F	-11.4	-0.9	0.3	i	9.7	-5.9	-7.2	-0.6	i
Cc1nnsc1C(=O)N1CCCC(N2CCN(c3cccc(C(F)(F)F)c3)CC2)C1 (centres undefined)	-0.8	5.0	-2.0	i	-3.7	12.0	-0.3	0.7	i
O=C(CCC1CCCN(C(=O)c2cccc(F)c2)C1)N1CCN(c2ccccn2)CC1 (centres undefined)	2.4	4.0	-2.1	i	-6.8	3.8	-2.3	-11.3	i
COc1ccc(N2CC(C(=O)N[C@@H](C)C(=O)NC3CCCC3)CC2=O)cc1 (some centres undefined)	3.8	-1.3	4.0	i	-9.8	0.7	0.0	5.7	i
COc1ccc(N(CC(=O)NC2CCCC2)C(=O)c2ccc(C)s2)c(OC)c1	1.9	1.8	11.6	i	2.6	5.5	2.9	8.1	i
COc1ccccc1CNC(=O)CSc1nc2c(oc3ccccc32)c(=O)n1CC1CCCO1 (centres undefined)	5.4	0.2	6.2	i	-6.6	-1.9	-3.5	-0.6	i
O=C(CCC(=O)N1CCSc2ccccc21)NCc1ccc(Cl)cc1	3.0	-1.0	9.9	i	1.6	-5.6	2.4	3.7	i
O=C(NCC1CCCO1)c1ccc(Cl)c(NS(=O)(=O)c2ccc(F)cc2)c1 (centres undefined)	-1.7	1.9	17.4	i	-6.7	-0.3	0.1	1.2	i
Cc1ccc(CN2C(=O)CCC2C(=O)NCCCN2CCCCC2C)cc1 (centres undefined)	0.4	-0.6	9.9	i	-10.4	-0.7	-2.4	16.0	i
O=C(N[C@@H](c1ccccc1)[C@@H]1C[C@H]1C(=O)O)OCc1ccccc1	-1.8	-1.1	-0.7	i	-13.0	-2.4	1.9	-5.5	i
CCc1c(C)c(C#N)c2nc3ccccc3n2c1NC	1.7	0.9	-10.4	i	-0.3	-3.0	-1.5	-7.5	·
COc1ccc(-c2csc3ncnc(N4CCN(S(=O)(=O)c5ccc(Cl)s5)CC4)c23)cc1	-0.1	0.2	1.0	i	39.6	13.2	-8.5	-9.1	i
CSc1cccc(CNC(=O)C2CCC(=O)N(Cc3cccc(C(F)(F)F)c3)C2)c1 (centres undefined)	5.9	-2.4	11.3	i	2.6	-2.0	1.1	7.2	i
Cc1cccc(-n2nnnc2SCC(=O)NCC2CCCO2)c1 (centres undefined)	0.8	-0.7	-9.4	i	-3.5	-8.5	-2.6	0.5	i
C1CN(c2nc3nonc3nc2N2CCSCC2)CCO1	1.9	1.2	5.0	i	-5.2	-3.1	-3.1	-5.6	i
O=C1CC(NC23CC4CC(CC(C4)C2)C3)C(=O)N1c1ccc2c(c1)OCO2 (centres undefined)	0.5	0.9	2.3	i	2.4	1.8	3.9	4.7	i
N/C(=N\OC(=O)CCCN1C(=O)c2ccccc2C1=O)c1ccc(Br)cc1	-1.1	-3.5	-4.0	i	-4.5	-9.1	2.5	-10.8	i
C=CCn1c(SCC(=O)N2CCOCC2)nc(O)cc1=O	3.8	3.5	0.9	i	-8.1	-1.1	-1.0	15.4	i
COc1ccc(NC(=O)CC(Cc2ccccc2)C(=O)O)cc1 (centres undefined)	-5.5	-1.4	5.4	i	-7.5	0.2	4.4	8.0	i

Single records (already shown). Order of screens: CSN deneddyl inh, Rin1 Abl inh, SKN-1 block, Rpn11 inh, FAS-TE inh, NadD inh, MT1-MMP act inh, PABP1 MLLE inh, Neddyl block
O=C(NCC1CCCO1)c1ccc(Cl)c(NS(=O)(=O)c2ccc(F)cc2)c1 (centres undefined) reads -1.7, 1.9, 17.4, i, -6.7, -0.3, 0.1, 1.2, i
CSc1cccc(CNC(=O)C2CCC(=O)N(Cc3cccc(C(F)(F)F)c3)C2)c1 (centres undefined) reads 5.9, -2.4, 11.3, i, 2.6, -2.0, 1.1, 7.2, i
